HSP90 inh = blocks HSP90-mediated luciferase refolding in reticulocyte lysate. Rabbit reticulocyte lysate, luciferase refolding luminescence, 3 h. inhibition, % at 5.6 µM. 290,000 compounds, 0.91% hits. AID 1789;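 active means inhibition above the screen-wide mean plus 3 SD, computed separately per campaign, cut at about 16% in these data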;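 further: 0% = DMSO wells and 100% = 60 µM geldanamycin wells; inhibitors lower the luminescence because luciferase stays unfolded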
GSK3beta inhib = inhibitors of human GSK3beta kinase. GST-GSK3beta kinase, ADP-Glo luminescence, 60 min; stronger effect = lower value. activity score (negative = inhibition), % at 10 µM. 300,000 compounds, 0.038% hits;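 active means more than half of replicate wells score below -50%, meaning over 50% inhibition versus plate controls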;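 further: 0% = median DMSO wells and -100% = median GW8510 positive control wells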
Target sequence (P49841 whole entry, looked up): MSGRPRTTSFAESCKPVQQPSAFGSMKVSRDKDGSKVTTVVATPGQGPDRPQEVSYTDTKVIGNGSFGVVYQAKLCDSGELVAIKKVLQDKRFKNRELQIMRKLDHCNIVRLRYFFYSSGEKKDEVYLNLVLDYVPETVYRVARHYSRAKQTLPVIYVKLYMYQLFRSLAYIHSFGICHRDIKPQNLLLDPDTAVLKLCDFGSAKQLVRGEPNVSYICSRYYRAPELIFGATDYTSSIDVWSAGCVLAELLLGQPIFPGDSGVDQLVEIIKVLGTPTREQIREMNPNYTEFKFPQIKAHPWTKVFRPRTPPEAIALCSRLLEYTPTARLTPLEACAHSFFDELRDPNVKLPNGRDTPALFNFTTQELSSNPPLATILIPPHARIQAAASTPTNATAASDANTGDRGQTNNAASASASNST
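test system = GST-tagged human GSK3beta kinase, cell-free | reagent = 25 µM ATP with peptide substrate | dosing = one dose of 10 µM per compound | schedule = 60 min reaction, RT | detection = luminescent ADP-Glo measurement of ADP formed | control set = DMSO neutral wells and GW8510 at 20 µM as positive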
GSK3 alpha inh = blocks human GSK-3 alpha kinase; P49840; ADP-Glo luminescence, 60 min; inhibition, % at 10 µM; 320,000 compounds, 0.1% hits; AID 2650;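 in the data active means inhibition above about 50%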;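 further: GST-tagged GSK-3 alpha with peptide substrate and 25 µM ATP; 0% = DMSO neutral wells and 100% = GW8510 positive control wells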
Target sequence (P49840 whole entry, looked up): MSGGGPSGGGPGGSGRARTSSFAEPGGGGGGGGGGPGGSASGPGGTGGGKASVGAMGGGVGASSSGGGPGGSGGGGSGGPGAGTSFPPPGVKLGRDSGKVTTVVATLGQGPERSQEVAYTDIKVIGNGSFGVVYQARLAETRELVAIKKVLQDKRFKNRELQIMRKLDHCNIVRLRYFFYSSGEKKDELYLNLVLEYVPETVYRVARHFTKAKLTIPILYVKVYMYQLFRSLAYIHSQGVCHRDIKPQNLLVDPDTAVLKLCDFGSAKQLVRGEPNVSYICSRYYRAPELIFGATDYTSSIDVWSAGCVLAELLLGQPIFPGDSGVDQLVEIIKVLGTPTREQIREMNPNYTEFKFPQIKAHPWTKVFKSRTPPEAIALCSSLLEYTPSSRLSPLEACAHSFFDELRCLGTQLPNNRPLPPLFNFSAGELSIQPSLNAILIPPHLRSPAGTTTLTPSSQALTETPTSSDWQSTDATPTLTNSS
aSyn 5UTR inh = MLPCN primary screen, SNCA 5' untranslated region | alpha-synuclein 5'UTR reporter, inhibitor activity | inhibition, % (tested at 7.5 µM) | 300,000 compounds, 0.82% hits | AID 1813; in the data active means inhibition above about 60%;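 further: H4 neuroglioblastoma cells stably carrying SNCA 5'UTR luciferase fusion; 0% = DMSO wells and 100% = positive control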
IEC-6 cytotox = counter-screen for KLF5 inhibitors: cytotoxicity in IEC-6 cells | IEC-6 cytotoxicity, luminescence viability | inhibition, % at 5 µM | 290,000 compounds, 0.78% hits; in the data active means inhibition above about 22%;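 further: 0% = plate median of test compound wells and 100% = cytotoxic reference compound wells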
Dyrk1A ADPGlo = inhibitors of rat Dyrk1A kinase; Q63470; inhibition, % at 12.5 µM; ADP-Glo luminescence, NFATc1 peptide; 310,000 compounds, 0.43% hits; AID 504441; in the data active means inhibition above about 50%;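 further: plate controls were vehicle with enzyme for no effect and no enzyme for full effect; many of its hits are not listed in these tables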
Platelet DG rel = platelet dense granule release activity. human platelet-rich plasma, SFLLRN dense granule ATP release, luminescence. inhibition, %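 (compounds screened at 7.5 µM in platelet-rich plasma)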. 300,000 compounds, 0.22% hits. AID 1663;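 active means mean replicate score, as percent of positive control, at or above 50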
HSF1 inhib = HSF1 inhibition | activity change, negative = inhibition, % at 7.5 µM (by protocol) | AID 2098 | 300,000 compounds, 0.77% hits | NIH3T3-HGL HSE-luciferase, MG132-induced, luminescence 8 h; stronger effect = lower value;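 active means more than half of replicate wells show activity change below -50%, luminescence cut by over half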;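 further: luciferase reports HSF-1 transcriptional activity via heat shock element; 0% = median of DMSO wells and -100% = zero luminescence signal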
KLF5 inh = suppresses KLF5 promoter-driven expression; DLD-1 KLF5 promoter-luciferase reporter, luminescence; 290,000 compounds, 0.23% hits; inhibition, % at 5 µM; AID 1700;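 active means inhibition above a per-plate limit of that plate's mean compound inhibition plus 3 SD, cut at about 60% in these data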;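 further: 0% = DMSO wells and 100% = LY294002 at 200 µM; higher means less KLF5 promoter-driven luciferase light; inactives centre near -14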
HSF1 activator = increases HSF-1 driven luciferase reporter signal. NIH3T3-HGL HSF-1 luciferase reporter, MG132, 8 h; 100% = twice DMSO control signal. activation, % at 9 µM. 300,000 compounds, 1.7% hits. AID 504408;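 active means mean replicate activation of at least 50% with a set share of replicates each reaching 50%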;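 further: 0% = median of the neutral control wells and 100% = twice that signal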
* = called active by the depositor; nt = not tested or not shown; & = joins results of further samples. Some of the compounds tested. The share of hits here may be higher or lower than overall.

The line under a structure holds: HSP90 inh, GSK3beta inhib, GSK3 alpha inh, aSyn 5UTR inh, IEC-6 cytotox, Dyrk1A ADPGlo, Platelet DG rel, HSF1 inhib, KLF5 inh, HSF1 activator
COc1cc2cc(C(=O)N(C)Cc3ccccc3)[nH]c2cc1OC
 : -2, -3, -1, -2, -2, -1, 2, -5, -30, -5
C=CCn1c(SCC(=O)N2CCOCC2)nc2sc(C)c(C)c2c1=O
 : 2, 1, 0, 6, -3, 5, 4, -1, 8, -1
Cc1ccn2c(=O)nc(SCC(=O)N3CCCC3)nc2c1
 : nt, 3, nt, -4, nt, 2, -6, -3, nt, 1
O=C1c2cccc3cccc(c23)N1Cc1cccc(F)c1
 : -1, 1, -1, 25, 5, 7, 13, 12, 10, 5
Cc1ccccc1-c1noc(CNC(=O)COc2ccccc2)n1
 : -2, 1, -2, 14, -5, 2, -3, -2, -20, 10
COc1ccc(N(CC(=O)O)S(=O)(=O)c2cccnc2)cc1
 : -3, 0, 3, -4, -6, 3, 1, -4, 12, -8
N/C(CN1CCCC1=O)=N\OC(=O)c1ccc(Cl)cc1
 : -6, 2, 0, -6, -6, -1, 28, -2, -47, 23
Cc1cc(NCc2ccccc2Cl)n2nnnc2n1
 : 3, -3, 1, 14, 2, -8, 1, -5, 4, -5
CC(C)c1ccc(NC2CCCN(C(=O)C3=NN(C)C(=O)CC3)C2)cc1 (stereo not drawn)
 : -4, 1, -2, 16, -4, 6, 6, 2, -6, 1
CN(CC(=O)Nc1c(Cl)cccc1Cl)C(=O)CCNS(=O)(=O)c1ccccc1C(F)(F)F
 : nt, -1, -5, 12, nt, nt, 3, 11, nt, -3
O=C(COc1ccc(Cl)cc1)NCCSCc1cccc(Cl)c1
 : 0, -3, -2, 11, 2, 5, -1, 9, -4, -3
Cc1c(CC(Cl)(Cl)Cl)c2c(n1O)CC(C)(C)CC2=O
 : -2, -1, -3, 14, -1, 0, 5, -5, -8, -1
O=C(NCC1CCCO1)c1ccc2c(c1)N(Cc1ccc(F)cc1Cl)C(=O)CS2 (stereo not drawn)
 : -1, 0, -4, 11, 4, nt, 0, 5, -28, 12
Nc1cc(-c2ccccc2)nn1S(=O)(=O)c1ccc(Br)cc1
 : 2, 0, -2, -54, 1, -3, -8, 29, -27, 36
O=C(N/N=C/c1cc(Br)c(O)c([N+](=O)[O-])c1)C(O)(c1ccccc1)c1ccccc1
 : nt, 0, 0, -8, nt, nt, 9, 0, nt, 4
O=C(COC(=O)CCC(=O)c1cccs1)NCc1ccccc1
 : -1, -1, 0, -3, 0, 4, 22, -6, -29, 4
N#Cc1cc([N+](=O)[O-])ccc1NC(=O)COC(=O)CC1CCCC1
 : 3, -1, -1, 3, -3, nt, -3, -4, -1, 5
CC(C)c1ccc(NC(=O)c2ccc(NS(C)(=O)=O)cc2)cc1
 : 3, 2, -5, -76, 6, -2, -3, 2, -40, 11
COCCn1c(C)cc(C(=O)COC(=O)c2cc3c(s2)CCC3)c1C
 : -3, -2, 1, -78, -2, -3, -1, 19, 2, 22
COC(=O)CCC(=O)Nc1ccc(OC)cc1
 : 0, -2, -2, -13, -2, -2, 7, 5, -2, 6

Additional records:
The line under a structure holds: HSP90 inh, GSK3beta inhib, GSK3 alpha inh, aSyn 5UTR inh, IEC-6 cytotox, Dyrk1A ADPGlo, Platelet DG rel, HSF1 inhib, KLF5 inh, HSF1 activator
Cn1c(=O)c2c(nc(Br)n2CCc2ccccc2)n(C)c1=O
 : -3, 2, 0, -5, -3, -4, 11, -5, -7, 7
CC1=NN(C(N)=S)C(=O)C1N=Nc1ccc(O)cc1 (stereo not drawn)
 : 3, -2, nt, -47, 7, 23, 17, -3, -38, -4
CCc1ccccc1NNC(=O)c1snnc1C
 : -1, -3, 0, -22, -7, 5, 14, -2, -33, 4
CCOc1ccc(OCC)c(S(=O)(=O)NCc2cccnc2)c1
 : 1, -2, 19, -4, 3, 6, 1, 1, -1, -14
COc1ccc(/C=N/NC(=O)c2c(C)nc3ccc(Br)cn23)cc1OC
 : -1, -1, -1, -27, 4, nt, 6, 4, 15, 41
CCOc1ccc(-n2cc(C(=O)NC(C)C)c3cc(OC)c(OC)cc3c2=O)cc1
 : 2, 0, 0, -9, 6, -1, 0, -9, -5, -6
COc1cccc(-n2nnnc2SCC(=O)Nc2ccc(OC)cc2OC)c1
 : 6, 0, -1, -5, 4, -2, -3, 5, -5, 4
CN1CCN(c2ccc(Cl)cc2NC(=O)/C=C/c2cccc(F)c2)CC1
 : -2, -3, -1, -25, -6, 0, 5, -38, -12, -49
CC12CN3CC(C)(CN(C1)C3c1cc3ccccc3[nH]1)C2=O (stereo not drawn)
 : 0, 3, 0, 21, -5, 4, -26, -8, -12, 5
COc1ccc(S(=O)(=O)N2CCN(C(=S)NCCc3ccccc3)CC2)cc1
 : 2, 0, -2, 7, -13, -1, -5, 4, -23, 12
CCC(C)Nc1nc(OCC(F)(F)F)nc(OCC(F)(F)F)n1 (stereo not drawn)
 : 0, -5, -3, 11, 2, 0, 13, -7, -5, -16
O=S(=O)(c1ccc(N2CCC(c3ccc(Cl)cc3)=N2)cc1)N(CCO)CCO
 : -1, 0, 2, 0, 0, -2, 0, -9, -26, 0
CCc1ccc2[nH]c(=O)c(CN(CCCO)C(=O)NCc3ccccc3)cc2c1
 : 3, 2, -1, 12, 8, -4, 7, 0, -10, 7
O=C(NC1CCCCC1)c1ccc(-c2ccc(Cl)cc2)o1
 : nt, 3, -2, -150, nt, 0, -17, 43, nt, 67*
CC12CCC(=O)N1C(C(=O)Nc1ccc(Cl)c(Cl)c1)CS2 (stereo not drawn)
 : nt, -2, -1, 11, nt, 0, 8, 6, nt, 1
COc1ccccc1OCc1ccc(C(=O)NCc2cccnc2)o1
 : -1, -3, -2, 11, 2, 1, -1, 2, -23, 6
CC(=O)Nc1ccc(N2Cc3ccccc3C2)cc1
 : 7, 2, -2, 50, 2, -2, -3, 0, -40, 2
COc1cccc(-n2c(=O)c3sccc3n(CC(=O)NC3CCCC3)c2=O)c1
 : 2, -8, -1, 19, 8, 0, -60, -6, 10, -10
O=C(CCn1c(=O)c2ccccc2n(Cc2cccc([N+](=O)[O-])c2)c1=O)N1CCc2ccccc2C1
 : -5, -2, -2, 0, -4, -4, -13, 1, 3, -8
C=CCNc1nc(C)c(C(C)=O)cc1C#N
 : 4, 2, 0, 4, -5, 8, 13, -4, -17, 31

Two entries from above, with tabs:
canonical_smiles	HSP90 inh	GSK3beta inhib	GSK3 alpha inh	aSyn 5UTR inh	IEC-6 cytotox	Dyrk1A ADPGlo	Platelet DG rel	HSF1 inhib	KLF5 inh	HSF1 activator
CC1=NN(C(N)=S)C(=O)C1N=Nc1ccc(O)cc1 (stereo not drawn)	3	-2	nt	-47	7	23	17	-3	-38	-4
COc1ccccc1OCc1ccc(C(=O)NCc2cccnc2)o1	-1	-3	-2	11	2	1	-1	2	-23	6

Going on with the list:
The line under a structure holds: HSP90 inh, GSK3beta inhib, GSK3 alpha inh, aSyn 5UTR inh, IEC-6 cytotox, Dyrk1A ADPGlo, Platelet DG rel, HSF1 inhib, KLF5 inh, HSF1 activator
COc1cc(/C=N/NS(=O)(=O)c2ccc(C)c([N+](=O)[O-])c2)cc([N+](=O)[O-])c1O
 : 2, 3, -2, 5, -12, -6, 5, 6, -1, 41
Cc1ccc(/C=C/C(=O)O)cc1S(=O)(=O)N1CCc2ccccc21
 : -2, 3, -3, -3, -6, -1, 4, -2, -5, -1
Cc1ccc(-n2c(C)cc(C(=O)CN3C(=O)C(=O)N(C4CCCC4)C3=O)c2C)cc1
 : -4, 0, -2, -25, -8, 6, -2, -7, -11, 25
CCc1cc(C(=O)COc2ccc(F)cc2)c(O)cc1O
 : -2, -3, 1, -104, -1, 8, 2, 14, -49, 36
Cc1cc(NCCN2CCOCC2)n2nc(C)c(-c3ccc(Cl)cc3)c2n1
 : 0, -1, -2, -19, 5, -18, -4, 31, 3, 65*
O=C(O)CNC(=O)c1ccc(NC(=O)/C(=C/c2cccc([N+](=O)[O-])c2)NC(=O)c2ccco2)cc1
 : 5, 1, -5, -6, 6, -2, -7, -7, 10, -24
CC(=O)N1c2ccc(S(=O)(=O)N3CCCC3)cc2CC1C(=O)Nc1cc(C)cc(C)c1 (stereo not drawn)
 : 1, 1, -2, 7, -1, -2, -1, -3, -17, 10
CCN=C(NCC)SC1CC(=O)N(c2ccc(F)cc2)C1=O (stereo not drawn)
 : 4, 2, nt, -9, 6, -2, 3, 6, 19, 17
CCOc1c(C)cc2[nH]c(CCC(=O)O)nc2c1C
 : 7, 3, 0, -1, 6, 1, 16, -4, -11, -17
CN(C)CCC(c1ccc(Br)cc1)c1ccccn1 (stereo not drawn)
 : -2, -7, -3&-1, 16, -1, 5&7&4, -1, 1, -22, -8
COc1ccc(N2CCN(C(c3cccs3)c3nnnn3C3CCCC3)CC2)cc1 (stereo not drawn)
 : 1, 0, nt, 6, -3, -8, 7, 3, -5, 12
O=C(c1cccc(C(F)(F)F)c1)c1c[nH]c(C(=O)NCC2CCCO2)c1 (stereo not drawn)
 : 0, -2, -2, 10, 2, nt, -1, 1, 2, -18
Cc1cc(S(=O)(=O)N2CCN(c3ccc(F)cc3)CC2)ccc1-n1cnnn1
 : -1, 1, -3, 17, 2, -9, 10, 0, 3, -10
COc1ccc(Cn2nnnc2C(c2cccs2)N2CCN(c3ccc([N+](=O)[O-])cc3)CC2)cc1 (stereo not drawn)
 : 2, 1, -2, 4, 5, 0, 1, -3, -15, 1
Cc1ccc(NC(=O)CN2C(=O)NC(C)(c3ccc(Cl)cc3)C2=O)c(Br)c1 (stereo not drawn)
 : 1, 3, -2, 29, -14, -2, -2, 34, -6, 78*
COc1ccc(C)cc1N(CC(=O)N1CCCC1)S(C)(=O)=O
 : -3, -1, -2, 9, -3, nt, -1, -8, -9, 0
Cc1ccc(/C=N/NC(=O)COc2ccccc2-c2ccccc2)cc1
 : 2, 0, -2, 30, 86*, -4, 1, -30, 78*, -45
O=C(NNC(=O)c1cccs1)c1ccc(Cl)c(Cl)c1
 : 0, 0, -1, -30, -2, 0, 2, -2, -37, 7
CCOC(=O)c1c2c3c(cccc3[nH]c1=O)C(=O)c1ccccc1-2
 : 1, 1, 0, 16, 0, 7, -2, -13, -13, 7
Cc1cccc(-n2c(SCC(=O)Nc3nnc(C)s3)nnc2-c2ccoc2C)c1
 : 4, -6, -2, 21, 8, nt, -2, 3, 10, 11
